Screening results: PubChem, several laboratories
HUVEC prolif 384: inhibitors of HUVEC proliferation, primary screen, cell-based, 384-well; CellTiter-Glo luminescence, 72 h; active compounds read low; viability, % at 10 µM (by protocol); hit rate 1.1% among 86,000; AID 648, 2007;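 active = viability at or below 30%; inactive = viability above 30%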;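 note: 100% = median luminescence of DMSO-only cell control wells on each plate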
Lung fibro prol: antiproliferative effect on LL 47 fibroblasts – human, LL 47 cells, CellTiter-Glo luminescence, primary screen; hit rate 1.1% among 85,000; LL 47 human lung fibroblast viability, ATP luminescence; active compounds read low; viability, % at 10 µM; AID 719, 2007;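 active = viability at or below 50% in the single dose screen; inactive = viability above 50%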;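 note: compound exposure lasted 72 h before the ATP readout; 100% = median luminescence of untreated cell-only wells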
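Signal: luminescent ATP detection, CellTiter-Glo; assay system: LL 47 human lung fibroblasts; input: 1,150 cells/well; incubation: overnight cell rest, 72 h compound treatment at 37 °C; measure: % viability versus median cells-only luminescence; medium: IMEM growth medium with 15% fetal bovine serum; dosing: compound addition at 0.1% DMSO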
Mac1 fbg enh: enhancers of CD11b/CD18 adhesion to fibrinogen, primary screen, K562 cells, luminescence; Integrin beta-2 (Homo sapiens) + Integrin alpha-M (Homo sapiens), P05107+P11215; ATPlite luminescence; activation, % at 10 µM; hit rate 0.07% among 93,000; AID 1499, 2009;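 active = 10 µM primary screen giving 50% or more activity, confirmed by 40% or more on retest at that dose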; note: strong numbers were not always called active
CYP2C19 activ: human CYP2C19 activators, primary screen, biochemical, luminescence. Cytochrome P450 2C19 (Homo sapiens), P33261. recombinant CYP2C19, luciferin-H EGE luminescence; active compounds read high; 0 = fully inhibited enzyme, 1 = untreated enzyme. activation factor at 5 µM. 96,000 tested, under 10 active. AID 1025, 2008;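 active = activation factor of at least 2 at 5 µM in the primary screen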;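 note: 0 = wells with 2.5 mM tranylcypromine and 1 = vehicle-only wells; values of inactives mirror those of a sister screen read the other way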
Target sequence (P33261 whole entry, looked up): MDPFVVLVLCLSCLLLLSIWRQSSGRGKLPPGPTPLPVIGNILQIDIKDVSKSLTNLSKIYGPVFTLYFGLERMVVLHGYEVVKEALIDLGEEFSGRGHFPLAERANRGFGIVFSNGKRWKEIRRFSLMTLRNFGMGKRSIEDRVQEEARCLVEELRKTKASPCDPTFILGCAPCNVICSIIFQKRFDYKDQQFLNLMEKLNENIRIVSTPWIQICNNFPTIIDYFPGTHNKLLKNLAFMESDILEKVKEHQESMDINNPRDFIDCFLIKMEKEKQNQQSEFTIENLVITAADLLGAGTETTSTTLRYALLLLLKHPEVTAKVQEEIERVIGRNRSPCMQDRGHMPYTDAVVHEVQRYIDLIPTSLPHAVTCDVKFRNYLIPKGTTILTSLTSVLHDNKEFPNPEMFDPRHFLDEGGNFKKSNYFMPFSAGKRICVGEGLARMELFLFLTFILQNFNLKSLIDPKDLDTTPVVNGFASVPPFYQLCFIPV
ERa coact pot: enhancers of ERα–SRC-1 coactivator binding, primary screen, biochemical, TR-FRET, ERα LBD, low estradiol; Estrogen receptor (Homo sapiens), P03372; TR-FRET ERalpha-LBD/SRC-Cy5 coactivator binding, 2 h; 100 = basal binding, no effect; coactivator binding (% of control), % at 25.6 µM; hit rate 1.3% among 86,000; in the data active = activity above about 200%;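 note: binding measured in presence of low estradiol as agonist stimulus; 0% = peptide alone without receptor and 100% = receptor with peptide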
Target sequence (P03372 whole entry, looked up, the tested form may be a part): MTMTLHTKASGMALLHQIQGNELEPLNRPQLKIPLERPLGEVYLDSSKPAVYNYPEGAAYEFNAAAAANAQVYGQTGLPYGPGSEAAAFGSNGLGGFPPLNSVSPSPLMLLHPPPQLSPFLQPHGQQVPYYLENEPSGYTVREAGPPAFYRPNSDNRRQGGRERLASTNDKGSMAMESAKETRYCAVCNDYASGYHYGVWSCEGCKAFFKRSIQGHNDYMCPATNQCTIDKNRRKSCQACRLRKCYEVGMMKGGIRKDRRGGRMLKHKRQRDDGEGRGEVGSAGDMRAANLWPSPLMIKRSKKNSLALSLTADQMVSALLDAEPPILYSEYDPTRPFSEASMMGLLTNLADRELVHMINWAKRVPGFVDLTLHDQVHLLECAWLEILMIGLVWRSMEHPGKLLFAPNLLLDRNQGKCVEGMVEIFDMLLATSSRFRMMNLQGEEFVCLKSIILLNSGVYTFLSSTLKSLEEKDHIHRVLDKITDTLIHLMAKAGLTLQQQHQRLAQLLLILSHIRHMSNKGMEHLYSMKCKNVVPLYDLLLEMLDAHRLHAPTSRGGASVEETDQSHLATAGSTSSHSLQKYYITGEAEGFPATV
CYP2C19 inhib: blockers of cytochrome P450 2C19 activity – biochemical, luminescence, ADME assay, primary screen | P33261 | CYP2C19 Supersomes, luciferin-H EGE luminescence, 30 min | inhibition, % at 5 µM | hit rate 21% among 96,000 | AID 778, 2007;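 active = CYP2C19 inhibition above a set limit at 5 µM in the primary screen, cut at about 50% in these data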;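 note: plate controls were negative control wells for no effect and 2.5 mM tranylcypromine positive control for full effect; values of inactives mirror those of a sister screen read the other way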
ERa coact inh: ERα–SRC-1 coactivator interaction inhibitors, primary screen, biochemical, TR-FRET, ERα LBD, estradiol-bound; Estrogen receptor (Homo sapiens), P03372; TR-FRET ER-alpha LBD / SRC-1 peptide; inhibition, % at 25.6 µM; hit rate 1.7% among 86,000; AID 629, 2007; in the data active = inhibition above about 50%;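 note: 0% = receptor plus peptide control and 100% = peptide only without receptor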
H69AR inhibit: proliferation blockers of H69AR lung cancer cells, primary screen, cell-based, human, 86K library; H69AR lung tumor viability, ATP luminescence, 72 h; active compounds read low; viability, % at 10 µM; hit rate 6% among 85,000; AID 598, 2007;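 active = viability at or below 40%; inactive = viability above 40%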;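 note: multidrug resistant small cell line overexpressing MRP-1 efflux transporter; 100% = mean luminescence of untreated control wells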
CD11b adhes inh: inhibitors of CD11b/CD18 adhesion to fibrinogen, primary screen, K562 cells, luminescence; Integrin beta-2 (Homo sapiens) + Integrin alpha-M (Homo sapiens), P05107+P11215; ATPlite luminescence; Mn2+ added to activate the integrin; inhibition, % at 10 µM; hit rate 0.54% among 93,000; AID 1497, 2009;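 active = primary inhibition of 50% or more at 10 µM, then 40% or more on retest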; note: some results filed as inactive read as strong as hits
Numbers without * were called inactive; [ ] = remark or other dose.

CCOC(=O)c1cc(-c2ccc(C)cc2)n(CC(=O)NCc2ccco2)c1C was read as HUVEC prolif 384 86, Lung fibro prol 94, Mac1 fbg enh 0, CYP2C19 activ 0.2, ERa coact pot 140, CYP2C19 inhib 83*, ERa coact inh -1[fluorescence artefact?], H69AR inhibit 70 and CD11b adhes inh -7.
c1cncc(C2Nc3ccccc3-c3nc4ccccc4n32)c1 (stereo not drawn) was read as HUVEC prolif 384 98, Lung fibro prol 93, Mac1 fbg enh -3, CYP2C19 activ 0.6, ERa coact pot 100, CYP2C19 inhib 37, ERa coact inh -2, H69AR inhibit 82 and CD11b adhes inh 6.
CCn1c(=O)c(=O)[nH]c2cc(C(=O)Nc3ccc(S(=O)(=O)N4CCCC4)cc3)ccc21 was read as HUVEC prolif 384 97, Lung fibro prol 113, Mac1 fbg enh 6, CYP2C19 activ 0.9, ERa coact pot 100[fluorescence artefact?], CYP2C19 inhib 14, ERa coact inh -7, H69AR inhibit 90 and CD11b adhes inh -12.
For CCc1nnc(NC(=O)CSc2nc3ccccc3o2)s1 the results were Mac1 fbg enh 1, CYP2C19 activ 1, CYP2C19 inhib 2 and CD11b adhes inh 2.
Cc1ccccc1CN1CCN(CC(=O)NCc2ccc3c(c2)OCO3)C1=O was read as HUVEC prolif 384 85, Lung fibro prol 97, Mac1 fbg enh -2, CYP2C19 activ 0.8, ERa coact pot 147, CYP2C19 inhib 15, ERa coact inh -2, H69AR inhibit 100 and CD11b adhes inh 9.
`COc1cccc(-c2nnc(-c3ccc(C(F)(F)F)cc3)o2)c1OC` gave HUVEC prolif 384 101, Lung fibro prol 112, ERa coact pot 97, ERa coact inh -2 and H69AR inhibit 89.
For O=S(=O)(c1ccc2nc(COc3ccccc3)[nH]c2c1)N1CCOCC1 the results were HUVEC prolif 384 101, Lung fibro prol 108, Mac1 fbg enh -3, CYP2C19 activ 1.2, ERa coact pot 85[fluorescence artefact?], CYP2C19 inhib -19, ERa coact inh 2[fluorescence artefact?], H69AR inhibit 79 and CD11b adhes inh -4.
Screening CCC(C)(C)n1nnnc1C(c1cc2cc3c(cc2[nH]c1=O)OCO3)N1CCN(C)CC1 (stereo not drawn) returned HUVEC prolif 384 101, Lung fibro prol 94, Mac1 fbg enh 1, CYP2C19 activ 1, ERa coact pot 92, CYP2C19 inhib 0, ERa coact inh 10, H69AR inhibit 94 and CD11b adhes inh -6.
O=C(NCc1ccccn1)c1cc(-c2ccccc2Cl)on1 was read as HUVEC prolif 384 98, Lung fibro prol 101, CYP2C19 activ 0.9, ERa coact pot 98, CYP2C19 inhib 9, ERa coact inh -10 and H69AR inhibit 101.
For CCOC(=O)CNC(=O)CN1CCCN(S(=O)(=O)c2ccc(Br)s2)CC1 the results were HUVEC prolif 384 99, Lung fibro prol 95, CYP2C19 activ 0.9, ERa coact pot 125, CYP2C19 inhib 14, ERa coact inh -10 and H69AR inhibit 90.
Screening O=C(CCC1CC(=O)Nc2ccccc21)NCc1ccc(F)cc1 (stereo not drawn) returned HUVEC prolif 384 97, Lung fibro prol 103, Mac1 fbg enh -5, CYP2C19 activ 0.8, ERa coact pot 67, CYP2C19 inhib 17, ERa coact inh -3, H69AR inhibit 95 and CD11b adhes inh 0.
Screening O=C(NCc1ccco1)C12CC3CC(C1)CC(C(=O)NCc1ccco1)(C3)C2 returned HUVEC prolif 384 89, Lung fibro prol 92, Mac1 fbg enh -4, CYP2C19 activ 0.9, ERa coact pot 83, CYP2C19 inhib 14, ERa coact inh -15, H69AR inhibit 89 and CD11b adhes inh -8.
Screening Cc1cccc2sc(NC(=O)CN(C)S(=O)(=O)c3cccs3)nc12 returned HUVEC prolif 384 88, Lung fibro prol 98, Mac1 fbg enh -3, CYP2C19 activ 0.1, ERa coact pot 99, CYP2C19 inhib 94*, ERa coact inh -4, H69AR inhibit 88 and CD11b adhes inh 2.
`Cc1ccc(S(=O)(=O)N2CCCCC2)cc1C(=O)c1nccn1C` gave HUVEC prolif 384 95, Lung fibro prol 97, Mac1 fbg enh 3, CYP2C19 activ 0.7, ERa coact pot 112, CYP2C19 inhib 34, ERa coact inh -5, H69AR inhibit 103 and CD11b adhes inh -11.
Screening c1cc(-c2nnc3n2CCC3)[nH]n1 returned HUVEC prolif 384 95, Lung fibro prol 91, Mac1 fbg enh -1, CYP2C19 activ 0.9, ERa coact pot 97, CYP2C19 inhib 13, ERa coact inh -4, H69AR inhibit 95 and CD11b adhes inh 14.
Screening CCOC(=O)COn1c(=O)c(C)[n+]([O-])c2ccccc21 returned HUVEC prolif 384 93, Lung fibro prol 99, Mac1 fbg enh -2, CYP2C19 activ 1, ERa coact pot 93, CYP2C19 inhib -4, ERa coact inh 15, H69AR inhibit 103 and CD11b adhes inh -7.
`COC(=O)c1ccc(COC(=O)CCc2nc(-c3ccccc3)c(-c3ccccc3)o2)cc1` gave HUVEC prolif 384 95, Lung fibro prol 98, Mac1 fbg enh 2, CYP2C19 activ 0.3, ERa coact pot 110, CYP2C19 inhib 67*, ERa coact inh 3, H69AR inhibit 83 and CD11b adhes inh -26.
COc1ccc(NC(=O)C2CCCN(S(=O)(=O)c3cccc4nonc34)C2)cc1 (stereo not drawn) was read as HUVEC prolif 384 64, Lung fibro prol 92, Mac1 fbg enh -2, CYP2C19 activ 1, ERa coact pot 111, CYP2C19 inhib 4, ERa coact inh 5[fluorescence artefact?], H69AR inhibit 102 and CD11b adhes inh -3.
COc1ccc(N2CCN(C(=O)Cn3c(=O)[nH]c4ccsc4c3=O)CC2)cc1 was read as HUVEC prolif 384 95, Lung fibro prol 102, Mac1 fbg enh 2, CYP2C19 activ 1.1, ERa coact pot 101, CYP2C19 inhib -9, ERa coact inh 4[fluorescence artefact?], H69AR inhibit 89 and CD11b adhes inh 16.
For O=c1nc(N2CCOCC2)ccn1Cc1ccc(Br)cc1 the results were HUVEC prolif 384 93, Lung fibro prol 95, Mac1 fbg enh -4, CYP2C19 activ 1, ERa coact pot 102, CYP2C19 inhib -1, ERa coact inh -4, H69AR inhibit 103 and CD11b adhes inh -9.
For CN(C)c1ccc(-c2n(C)c3ccccc3[n+]2C)cc1 the results were HUVEC prolif 384 83, Lung fibro prol 90, Mac1 fbg enh -3, CYP2C19 activ 1, ERa coact pot 93, CYP2C19 inhib -4, ERa coact inh -4, H69AR inhibit 93 and CD11b adhes inh 34.
For CCc1ccccc1N(CC(=O)O)S(C)(=O)=O the results were HUVEC prolif 384 112, Lung fibro prol 103, Mac1 fbg enh -1, CYP2C19 activ 1.1, ERa coact pot 92, CYP2C19 inhib -14, ERa coact inh -3, H69AR inhibit 90 and CD11b adhes inh 2.
`CC1CCCCN1Cc1ccc(-c2nnn(CC(=O)NC3CCCCC3)n2)cc1` (stereo not drawn) gave HUVEC prolif 384 100, Lung fibro prol 104, ERa coact pot 114, ERa coact inh -7 and H69AR inhibit 100.
For Cc1ccc2[nH]c3c(c2c1)CN(C(=O)CN1CCCc2ccccc21)CC3 the results were HUVEC prolif 384 76, Lung fibro prol 104, Mac1 fbg enh -1, CYP2C19 activ 0.6, ERa coact pot 100, CYP2C19 inhib 39, ERa coact inh -10[fluorescence artefact?], H69AR inhibit 72 and CD11b adhes inh 18.
COc1ccccc1N1CCN(CC(=O)Nc2cc(C)nn2-c2nc(C)cc(C)n2)CC1 was read as HUVEC prolif 384 38, Lung fibro prol 37*, ERa coact pot 105, ERa coact inh -21 and H69AR inhibit 19*.
Cc1nc2c(ccc3nc(NC(=O)c4ccc5c(c4)OCCO5)sc32)s1 was read as HUVEC prolif 384 7.8*, Lung fibro prol 92, Mac1 fbg enh 6, CYP2C19 activ 0.8, ERa coact pot 201*[fluorescence artefact?], CYP2C19 inhib 15, ERa coact inh 75*[fluorescence artefact?], H69AR inhibit 8.2* and CD11b adhes inh 67*.
Brc1ccc(-c2nc(-c3cccnc3)no2)o1 was read as HUVEC prolif 384 98, Lung fibro prol 107, Mac1 fbg enh -4, CYP2C19 activ 0.1, ERa coact pot 122, CYP2C19 inhib 85*, ERa coact inh 2, H69AR inhibit 101 and CD11b adhes inh -12.
COc1ccccc1-n1c(C)cc(C=O)c1C was read as HUVEC prolif 384 97, Lung fibro prol 95, Mac1 fbg enh 3, CYP2C19 activ 0.8, ERa coact pot 92[fluorescence artefact?], CYP2C19 inhib 24, ERa coact inh 3, H69AR inhibit 82 and CD11b adhes inh -2.
For CCCC1(C(=O)OC)NC(c2ccco2)C2C(=O)N(c3ccc(C)cc3)C(=O)C21 (stereo not drawn) the results were HUVEC prolif 384 90, Lung fibro prol 103, Mac1 fbg enh -6, CYP2C19 activ 0.9, ERa coact pot 123, CYP2C19 inhib 12, ERa coact inh -6, H69AR inhibit 96 and CD11b adhes inh 5.
For COc1ccc(S(=O)(=O)N(CC(=O)NC(C)C)Cc2ccccc2)cc1 the results were HUVEC prolif 384 104, Lung fibro prol 90, Mac1 fbg enh -3, CYP2C19 activ 0.5, ERa coact pot 119, CYP2C19 inhib 52*, ERa coact inh 1, H69AR inhibit 100 and CD11b adhes inh 3.
`c1ccc(-c2noc(-c3ccncc3)n2)nc1` gave HUVEC prolif 384 78, Mac1 fbg enh -5, CYP2C19 activ 0.3, ERa coact pot 129, CYP2C19 inhib 68*, ERa coact inh 1, H69AR inhibit 48 and CD11b adhes inh -7.
CCOC(=O)c1c(C)nc2sc(C(N)=O)c(N)c2c1-c1ccc(OC)cc1 was read as Mac1 fbg enh 1, CYP2C19 activ 1, CYP2C19 inhib 2 and CD11b adhes inh 2.
`O=C1Nc2cc(Cl)c(Cl)cc2N(O)N1c1ccccc1` gave HUVEC prolif 384 95, Lung fibro prol 96, Mac1 fbg enh 3, CYP2C19 activ 1, ERa coact pot 111, CYP2C19 inhib 1, ERa coact inh -7, H69AR inhibit 98 and CD11b adhes inh 6.
Screening Cc1ccc2cc(C#N)c(N3CCCN(S(=O)(=O)c4ccccc4)CC3)nc2c1 returned HUVEC prolif 384 98, Lung fibro prol 99, Mac1 fbg enh 1, CYP2C19 activ 0.6, ERa coact pot 350*[fluorescence artefact?], CYP2C19 inhib 37, ERa coact inh 32[fluorescence artefact?], H69AR inhibit 95 and CD11b adhes inh 6.
`Cc1cc(C)c2nc(SCC(=O)Nc3ccccc3N3CCOCC3)c(C#N)cc2c1` gave HUVEC prolif 384 71, Lung fibro prol 71, ERa coact pot 353*[fluorescence artefact?], ERa coact inh 21[fluorescence artefact?] and H69AR inhibit 41.
For O=C(O)c1cc(S(=O)(=O)N2CCOCC2)c(Sc2ccccn2)cc1Sc1ccccn1 the results were HUVEC prolif 384 93, Lung fibro prol 99, Mac1 fbg enh -8, CYP2C19 activ 1, ERa coact pot 129, CYP2C19 inhib 5, ERa coact inh -2, H69AR inhibit 101 and CD11b adhes inh 2.
